Bioassay records: PubChem, several laboratories
ABHD5-PLIN5 inh = blocks binding of human ABHD5 to perilipin-5; inhibition, % at 4 µM; AID 602281; Split G. princeps luciferase complementation, luminescence, 4 h; hit rate 0.78% among 360,000;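 active means inhibition above the mean inhibition across every tested compound plus 3 SD, cut at about 22% in these data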;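 further: 0% = DMSO only wells and the 100% control is not disclosed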
Exocytosis inh = lytic granule exocytosis inhibition; TALL-104 LAMP-1 surface exposure, flow cytometry; cells stimulated with thapsigargin and PMA; inhibition, % at 10 µM; hit rate 0.66% among 360,000; AID 651702;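 active means inhibition above about 55%, limit read from the data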
m5-HT2A agonist = activates the mouse 5-HT2A serotonin receptor; CHO-K1 mHTR2A beta-arrestin complementation, luminescence; percent of 30 µM serotonin response; activation, % at 7.6 µM; AID 624169; hit rate 0.66% among 360,000;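 active means activation above a run cutoff, the mean activation of all tested compounds plus 3 SD, cut at about 14% in these data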;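 further: 0% = plate median of compound wells and 100% = 30 µM serotonin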
MC4R antagonist = blocks human MC4R cAMP signaling | P32245 | MC4R-expressing cells, MTII-stimulated cAMP, LANCE TR-FRET | inhibition, % at 6.5 µM | hit rate 0.48% among 360,000;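 active means inhibition above its plate's cutoff, the mean of tested wells on that plate plus 3 SD, cut at about 29% in these data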;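 further: 0% = Melanotan II alone and 100% = Melanotan II plus saturating MCL0020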
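Test system: U2OS cells stably expressing human melanocortin 4 receptor (MC4R); also added: Melanotan II challenge; compound: 6.5 µM single dose; timing: 30-min compound preincubation, 1-h Melanotan II challenge, 1-h detection, room temperature; signal: Eu-cAMP/anti-cAMP TR-FRET, emission 671 nm; repeats: one well per compound, no replicates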
ABCB6 inh MLPCN = blocks the human ABCB6 transporter. Q9NP58. K562-ABCB6 porphyrin accumulation, flow cytometry, 1 h; stronger effect = lower value. fluorescence ratio to DMSO, % at 10 µM. hit rate 0.19% among 360,000. AID 602162;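 active means fluorescence ratio to DMSO below 75%, the collection mean minus 3 SD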;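 further: signal is porphyrin accumulated inside mitochondria; 100% equals median channel fluorescence of DMSO control wells; lower ratio means ABCB6 inhibition with less porphyrin fluorescence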
Target sequence (Q9NP58 whole entry, looked up): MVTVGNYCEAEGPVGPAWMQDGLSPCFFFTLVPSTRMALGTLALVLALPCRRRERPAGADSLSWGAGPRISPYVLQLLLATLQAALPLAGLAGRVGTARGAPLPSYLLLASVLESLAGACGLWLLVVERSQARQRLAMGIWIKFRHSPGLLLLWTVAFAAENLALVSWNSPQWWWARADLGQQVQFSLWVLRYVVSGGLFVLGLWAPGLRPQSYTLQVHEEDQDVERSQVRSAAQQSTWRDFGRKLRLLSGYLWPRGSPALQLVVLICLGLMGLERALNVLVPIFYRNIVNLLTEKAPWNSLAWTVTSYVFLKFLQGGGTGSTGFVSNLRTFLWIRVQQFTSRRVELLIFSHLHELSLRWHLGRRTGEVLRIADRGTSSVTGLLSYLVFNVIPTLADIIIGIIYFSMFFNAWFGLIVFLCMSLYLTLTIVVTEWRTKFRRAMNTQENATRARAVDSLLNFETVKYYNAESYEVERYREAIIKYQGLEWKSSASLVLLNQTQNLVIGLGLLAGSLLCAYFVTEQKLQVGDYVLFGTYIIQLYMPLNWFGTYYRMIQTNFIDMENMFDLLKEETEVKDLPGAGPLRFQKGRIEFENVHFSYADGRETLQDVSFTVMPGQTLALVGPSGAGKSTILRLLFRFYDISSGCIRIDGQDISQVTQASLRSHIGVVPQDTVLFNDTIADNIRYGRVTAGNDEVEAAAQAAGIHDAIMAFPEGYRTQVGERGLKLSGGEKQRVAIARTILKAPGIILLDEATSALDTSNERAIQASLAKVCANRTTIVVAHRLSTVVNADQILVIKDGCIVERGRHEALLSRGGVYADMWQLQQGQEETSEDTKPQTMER
H9c2 protect = protects H9c2 cardiomyocytes from peroxide injury | H2O2 injury protection, ATPLite, 2 h | protection from H2O2 cell death, % at 20 µM | hit rate 0.63% among 360,000 | AID 588492;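 active means compounds giving at least 50% protection of heart cells from peroxide-induced death in the single-dose screen, raw or plate-pattern-corrected value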;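 further: 0% = DMSO wells with peroxide and 100% = DMSO wells without peroxide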
MC4R barr agon = human MC4R agonism via beta-arrestin; P32245; U2OS MC4R beta-arrestin complementation, luminescence; percent of melanotan II response, DMSO zero; activation, % at 8.9 µM; hit rate 0.98% among 360,000;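 active means activation above a per-plate cutoff, the mean activation of sample wells on that plate plus 3 SD, cut at about 8% in these data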
aDG glyco up = alpha-DG glycosylation activation; Pro5-aDG cells, alpha-DG glycosylation AlphaScreen (IIH6); 0% Pro5, 100% B10-LARGE cell signal; activation, % at 10 µM; hit rate 0.22% among 360,000;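 active means activation of at least 8% versus controls, or a plate z-score of at least 8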;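 further: Pro5 are CHO cells carrying HIG-tagged alpha-DG that lacks glycosylation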
Glyco luc inh = N-linked glycosylation inhibition; D54 ERlucT glycosylation luciferase reporter, 24 h; percent of 100 nM tunicamycin response; AID 588692; hit rate 0.23% among 360,000; reporter increase, % at 12.5 µM;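 active means mean luciferase reporter signal, scaled so untreated is 0 and the glycosylation-blocking control 100, at or above a set limit in every replicate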;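 further: luciferase carries N-glycosylation sites so blocking glycosylation raises the light; 0% = median of neutral control wells and 100% = median of 100 nM tunicamycin wells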
hiPSC survival = enhancers of human iPSC single-cell survival; hiPSC single-cell survival, ATPlite luminescence; 100% = ROCK inhibitor wells, 0% = DMSO; survival enhancement, % at 20 µM; hit rate 0.044% among 360,000; AID 602274; in the data active means survival enhancement above about 18%;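 further: cells exposed to compounds for 16 hours before the ATP read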
An asterisk follows results filed as active.

no.	compound	ABHD5-PLIN5 inh	Exocytosis inh	m5-HT2A agonist	MC4R antagonist	ABCB6 inh MLPCN
1	CC1CCN(c2nc(-c3ccncc3)nc3ccccc23)CC1	1.4	32.7	5.6	-3.4	104.0
2	O=C(CSc1cn(CCNC(=O)c2cccs2)c2ccccc12)NCC1CCCO1 (stereo unspecified)	-12.8	11.0	-4.2	7.7	97.0
3	CCN(Cc1ccncc1)C(=O)c1cc(Br)cc(Br)c1O	-8.6	-1.1	-3.2	-1.3	94.0
4	CC(C)CNC(=O)CC(=O)N/N=C/c1cccs1	-3.5	8.3	-5.7	-0.5	101.0
5	C1=CCN(c2nc(N3CCOCC3)nc(N3CCCc4ccccc43)n2)CC1	1.2	-0.4	-3.8	25.2	91.0
6	C#CC(C)(CC)NC(=O)c1cc2nc(C3CC3)cc(C(F)(F)F)n2n1 (stereo unspecified)	-4.2	-3.0	2.5	-0.8	96.0
7	COC(=O)C1=C(C)N(c2ccc(OC)cc2)C(C)=C(C(=O)OC)C1c1ccc(OC)cc1	-6.8	-17.9	-7.4	22.3	101.0
8	CC1(C)CC(=O)C2=C(C1)OC(c1ccc(O)cc1)C(C#N)=C2N (stereo unspecified)	-1.5	3.7	-0.2	2.7	107.0
9	Cc1cc(=O)n2ncnc2n1COCCO	6.2	-1.9	1.4	-2.1	103.0
10	Nc1c(Cl)ncnc1N1CCOCC1	-1.4	0.0	2.7	-3.8	97.0
11	CCOc1ccc(S(=O)(=O)N2CCCCC2)cc1NC(=O)C1=COCCO1	-2.9	-8.8	-2.8	0.8	96.0
12	Cc1cc(/C=C2\SC(=S)NC2=O)c(C)n1C	-11.5	0.0	-3.1	17.7	103.0
13	COc1ccc(N(C)S(=O)(=O)c2cccc(C(=O)OCC(=O)N3CC(C)CC(C)C3)c2)cc1 (stereo unspecified)	3.1	-0.3	5.8	5.0	90.0
14	CCOc1ccc(S(=O)(=O)N2CCCCC2)cc1NC(=O)CN1C(=O)NC(C)(c2ccc(C)cc2)C1=O (stereo unspecified)	-1.6	20.0	-12.5	2.6	99.0
15	COc1cc(C)ccc1N(CCCN1C(=O)c2cccc3cccc(c23)C1=O)C(=O)c1cccs1	5.6	2.2	2.7	17.7	86.0

no.	H9c2 protect	MC4R barr agon	aDG glyco up	Glyco luc inh	hiPSC survival
1	-9.7	0.5	0.1	-0.2	3.6
2	-1.8	-1.1	0.0	-2.7	-1.3
3	6.3	-4.0	0.0	0.7	1.5
4	3.4	-0.9	-0.2	3.5	-0.6
5	-4.7	0.7	-0.3	-2.5	-1.8
6	-7.7	-0.9	-0.1	-2.3	-0.5
7	4.4	-0.6	0.1	0.8	1.2
8	5.0	2.1	-0.4	0.2	1.6
9	-1.1	2.0	-0.1	1.8	2.6
10	3.8	-2.3	-0.1	0.6	0.5
11	6.2	3.5	0.5	-1.1	0.2
12	-7.2	-3.4	-0.2	1.0	2.7
13	-11.8	-0.5	-0.5	-2.4	-2.1
14	-3.3	-0.7	0.2	0.2	-0.2
15	4.5	-1.6	0.0	-5.6	0.1

Entries by screen from above.
Glyco luc inh, nos. 8 to 12 → 0.2, 1.8, 0.6, -1.1, 1.0
aDG glyco up, nos. 8 to 12 → -0.4, -0.1, -0.1, 0.5, -0.2

The listing continues.
no.	compound	ABHD5-PLIN5 inh	Exocytosis inh	m5-HT2A agonist	MC4R antagonist	ABCB6 inh MLPCN
16	COc1ccccc1CNC(=O)CN1CCN(Cc2ccc(Cl)cc2)C1=O	4.6	4.3	2.8	0.6	98.0
17	Cc1ccccc1NC(=O)c1cc2c(C)nc3ccccc3c2o1	2.5	-1.4	4.4	9.6	100.0
18	COc1ccc(Cc2nnc(NC(=O)Nc3ccccc3)s2)cc1OC	-7.5	-20.0	1.5	3.3	94.0
19	CC(C)CCC(O)(CCC(C)C)C(=O)NN1CCCCC1	2.4	-0.3	1.2	12.5	101.0
20	COCCCNC(=S)Nc1ccc(N2CCCCC2)cc1	-0.9	-3.9	-1.4	6.9	95.0
21	COC(=O)C(Cc1csc2ccc(Cl)cc12)NC(=O)c1ccc(Cl)cc1 (stereo unspecified)	-2.6	26.2	-2.9	-3.4	99.0
22	O=C1OCCC1Sc1nc2ccccc2n1Cc1ccccc1 (stereo unspecified)	3.0	-1.8	-2.2	30.0*	84.0
23	CC1(C)CCCC2=C1CC1C(=O)N(O)C(=O)C1C2 (stereo unspecified)	-0.1	9.1	-4.1	-5.8	90.0
24	Cc1ccc(NC(=O)c2cnc3ccccc3n2)cc1C	-8.3	-6.3	-4.2	3.9	105.0

no.	H9c2 protect	MC4R barr agon	aDG glyco up	Glyco luc inh	hiPSC survival
16	0.4	-0.3	-0.1	-2.5	1.2
17	14.1	-0.9	0.5	-3.1	-0.2
18	2.1	-1.9	0.0	3.1	-0.3
19	9.3	1.2	-0.1	0.2	-0.9
20	-12.7	2.9	0.1	1.3	0.4
21	3.4	-3.4	0.3	0.6	-0.7
22	1.8	-1.9	0.0	1.5	1.2
23	4.1	0.1	-0.2	1.1	1.6
24	-3.7	-0.8	-0.1	-5.3	-0.7

Sorted by count of non-hydrogen atoms (smallest number first): some entries from above
no.	compound	ABHD5-PLIN5 inh	Exocytosis inh	m5-HT2A agonist	MC4R antagonist	ABCB6 inh MLPCN
23	CC1(C)CCCC2=C1CC1C(=O)N(O)C(=O)C1C2 (stereo unspecified)	-0.1	9.1	-4.1	-5.8	90.0
19	CC(C)CCC(O)(CCC(C)C)C(=O)NN1CCCCC1	2.4	-0.3	1.2	12.5	101.0
22	O=C1OCCC1Sc1nc2ccccc2n1Cc1ccccc1 (stereo unspecified)	3.0	-1.8	-2.2	30.0*	84.0
17	Cc1ccccc1NC(=O)c1cc2c(C)nc3ccccc3c2o1	2.5	-1.4	4.4	9.6	100.0
18	COc1ccc(Cc2nnc(NC(=O)Nc3ccccc3)s2)cc1OC	-7.5	-20.0	1.5	3.3	94.0
16	COc1ccccc1CNC(=O)CN1CCN(Cc2ccc(Cl)cc2)C1=O	4.6	4.3	2.8	0.6	98.0

no.	H9c2 protect	MC4R barr agon	aDG glyco up	Glyco luc inh	hiPSC survival
23	4.1	0.1	-0.2	1.1	1.6
19	9.3	1.2	-0.1	0.2	-0.9
22	1.8	-1.9	0.0	1.5	1.2
17	14.1	-0.9	0.5	-3.1	-0.2
18	2.1	-1.9	0.0	3.1	-0.3
16	0.4	-0.3	-0.1	-2.5	1.2
